# Bioassay records: PubChem BioAssay, National Center for Advancing Translational Sciences (NCATS)
# TCR activator – Activators of T cell receptors: qHTS campaign. primary human leukocytes, anti-CD3, IL-2 HTRF, 48 h. Potency, µM (titrated, usually from 9.22 µM), inactives show at the highest dose activation of IL-2 secretion, usual class: activators. 330,000 tested, under 10 active; note: % of control where 0% means no effect
#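 Human primary leukocytes + a-CD3 beads + cpd, 48 hr; IL-2 in supernatant by HTRF (ex 320nm / em 665nm). No co-stimulatory signal supplied.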
# A-T KAP1 phos – qHTS Assay for Identifying a Potential Treatment of Ataxia-Telangiectasia | […] A-T fibroblasts, KAP-1 phosphorylation AlphaLISA; neocarzinostatin DNA damage 30 min before lysis | Potency, µM (highest dose often 57.5 µM), inactives show at the highest dose activation, actives largely listed as activators | 320,000 compounds, 0.19% hits | AID 485349, 2010; note: potency is the fitted concentration of half-maximal effect; % of control where 0% means no effect; nearly all actives have a fitted effect of over 45% in size
#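 ATM-like activity read as KAP-1 phosphorylation via AlphaLISA donor/acceptor antibody pairs after lysis and 6 hr at 25C. Cells were ATM-null patient fibroblasts ([…], hTERT), dosed 60 min, then exposed to the DSB inducer NCS for 30 min.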
# Eya2 phos inh – qHTS Assay for Inhibitors of the Phosphatase Activity of Eya2; 330,000 compounds, 0.006% hits; Potency, µM (titrated, usually from 76.9 µM), for the others: at the top dose activity, negative = inhibition, hits mostly inhibitors; AID 488837, 2010; recombinant Eya2, OMFP fluorescence dephosphorylation (OMFP is methylfluorescein phosphate); note: potency is the fitted concentration of half-maximal effect; % is set by controls: 0 for no effect and ±100 for the full control effect
#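 Eya2 (0.2 uM) preincubated 10 min at ambient with compound, then OMFP substrate added at 50 uM; 10 min reaction in 50 mM HEPES pH 7.5, 50 mM NaCl, 5 uM MgCl2, 0.05% BSA, 1 mM DTT. Fluorescence read at Ex 485/Em 525 nm.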
# Mito fusion act – qHTS Assay for Small Molecule Inhibitors of Mitochondrial Division or Activators of Mitochondrial Fusion; 320,000 compounds, 0.23% hits; AID 485298, 2010; Potency, µM (titrated, usually from 46.1 µM), for inactives: at the top dose growth rescue (activation), most hits filed as activators; S. cerevisiae fusion-defective mutant growth rescue, CellTiterGlo 48 h;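 note: potency is the fitted concentration of half-maximal effect; % of control where 0% means no effect; nearly all actives have a fitted effect of over 45% in size; temperature-sensitive fusion mutants such as fzo1-1 at 37 °C on non-fermentable ethanol glycerol medium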
#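 Yeast fusion mutant, YPEG (non-fermentable carbon), compound, 48 h at 37C non-permissive; CellTiterGlo added, 10 min RT, luminescence read. Rescued growth = division inhibition.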
# TRPV1 ag – HTS Assay for Compounds that Act as Agonists of the Vanilloid Receptor 1 | Transient receptor potential cation channel subfamily V member 1 (Homo sapiens), Q8NER1 | TRPV1-expressing cells, Fluo-8 calcium influx, agonist mode | activation, % at 8.33 µM | 320,000 compounds, 0.19% hits | AID 540275, 2011; in the data active = activation above about 80%; inconclusive = between about 30% and that limit; note: 0% is about no effect
#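 Cells expressing TRPV1 were dye-loaded with Fluo-8 and read kinetically: 10 s baseline, 3 min after compound (agonist portion), then 2 min after EC20 capsaicin (allosteric enhancer portion). Calcium-bound dye fluorescence at 480/520 nm.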
# ELG1 DNA repair – qHTS screen for small molecules that inhibit ELG1-dependent DNA repair in human embryonic kidney (HEK293T) cells expressing luciferase-tagged ELG1; HEK293T ELG1-luciferase reporter, luminescence, 16 h; DNA damage induced by 5-fluorouridine; Potency, µM (doses to about 46.1 µM), for the others: at the top dose activity change, negative = inhibition, most hits filed as inhibitors; 330,000 compounds, 2.3% hits; AID 504467, 2011; note: potency is the fitted concentration of half-maximal effect; % is set by controls: 0 for no effect and ±100 for the full control effect; nearly all actives have a fitted effect of over 55% in size
#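 DMSO vehicle served as the neutral condition. Each well held 2,000 cells given 5-fluorouridine plus compound; after 16 hr at 37 °C/5% CO2, ONE-Glo was added and luciferase measured 30 min later.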
# USP2a inh – qHTS Assay for Inhibitors of Ubiquitin-specific Protease USP2a Using CHOP2 as the Reporter. Potency, µM (doses to about 38.3 µM), for inactives: at the top dose activity change, negative = inhibition, actives largely listed as inhibitors. AID 463254, 2010. Ubiquitin carboxyl-terminal hydrolase 2 (Homo sapiens), O75604. 330,000 compounds, 0.01% hits. USP2 core, Ub-CHOP2 coupled fluorogenic reporter, 485/531;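 note: potency is the fitted concentration of half-maximal effect; plate controls were DMSO wells for no effect and full inhibition by NEM control for full effect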
#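 Deubiquitinase activity read as fluorescence (485/531 nm) after Ub-CHOP2 cleavage activates the enterokinase reporter on its substrate; USP2 core 10nM, Ub-CHOP2 and substrate 25nM each, 30min compound preincubation then 60min RT; data normalized to NEM, curves fitted.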
# KCNH2 WT inh – qHTS for Inhibitors of KCHN2 3.1: Wildtype qHTS | 340,000 compounds, 0.37% hits | activity change, % at 1.84 µM | AID 720551, 2013 | Voltage-gated inwardly rectifying potassium channel KCNH2 (Homo sapiens), Q12809 | U2OS, BacMam KCNH2, thallium flux FluxOr; stronger effect = lower value;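 active = maximum activity change below -70%; inconclusive = maximum activity change between -70% and -50%; inactive = maximum activity change above -50%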; note: % is set by controls: 0 for no effect and ±100 for the full control effect
# Target sequence (Q12809 whole entry, looked up): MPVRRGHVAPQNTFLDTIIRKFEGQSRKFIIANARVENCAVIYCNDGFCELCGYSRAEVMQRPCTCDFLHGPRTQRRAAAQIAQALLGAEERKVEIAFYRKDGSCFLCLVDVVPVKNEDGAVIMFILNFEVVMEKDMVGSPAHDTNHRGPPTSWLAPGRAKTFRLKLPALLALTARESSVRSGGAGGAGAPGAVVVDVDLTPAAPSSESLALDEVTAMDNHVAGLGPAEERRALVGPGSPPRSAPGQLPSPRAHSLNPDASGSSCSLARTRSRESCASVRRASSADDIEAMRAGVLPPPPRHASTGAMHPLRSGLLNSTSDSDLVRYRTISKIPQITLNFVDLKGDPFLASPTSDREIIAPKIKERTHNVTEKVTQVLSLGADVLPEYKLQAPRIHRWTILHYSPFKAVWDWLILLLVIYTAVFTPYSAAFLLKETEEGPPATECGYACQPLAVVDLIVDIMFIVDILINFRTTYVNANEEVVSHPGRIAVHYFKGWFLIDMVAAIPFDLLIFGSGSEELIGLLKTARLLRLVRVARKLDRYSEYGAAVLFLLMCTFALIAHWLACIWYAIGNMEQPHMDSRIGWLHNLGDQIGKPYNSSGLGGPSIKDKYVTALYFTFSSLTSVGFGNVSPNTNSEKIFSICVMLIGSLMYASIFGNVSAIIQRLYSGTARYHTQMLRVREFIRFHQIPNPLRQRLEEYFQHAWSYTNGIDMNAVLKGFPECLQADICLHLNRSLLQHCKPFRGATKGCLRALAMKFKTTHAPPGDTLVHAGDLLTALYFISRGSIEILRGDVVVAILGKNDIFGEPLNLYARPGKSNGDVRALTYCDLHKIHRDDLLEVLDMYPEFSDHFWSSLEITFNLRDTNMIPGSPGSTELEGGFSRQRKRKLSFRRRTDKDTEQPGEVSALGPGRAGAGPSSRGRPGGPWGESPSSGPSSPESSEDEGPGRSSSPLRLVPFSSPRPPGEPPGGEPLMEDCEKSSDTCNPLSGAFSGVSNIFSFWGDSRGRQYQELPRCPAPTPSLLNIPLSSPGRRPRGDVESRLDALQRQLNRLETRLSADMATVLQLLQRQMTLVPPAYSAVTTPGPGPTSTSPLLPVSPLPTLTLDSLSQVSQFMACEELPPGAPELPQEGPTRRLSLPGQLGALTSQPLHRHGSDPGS
#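 U2OS cells transduced with wild-type KCNH2 virus are loaded with FluxOr dye for 45 min, and thallium flux is measured in kinetic reads before and after stimulation buffer. Rate constants are normalized to DMSO controls.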
# KCNH2 3.1 block – qHTS for Inhibitors of KCHN2 3.1: Mutant qHTS; Potassium voltage-gated channel subfamily H member 2, brain isoform KCNH2 3.1 (human); U2OS KCNH2 3.1, thallium flux FluxOr; stronger effect = lower value; activity change, % (tested at about 1.8 µM); 340,000 compounds, 0.95% hits; AID 720553, 2013;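 active = maximum activity change below -70%; inconclusive = maximum activity change from -70% to -50%; inactive = maximum activity change above -50%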;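 note: thallium influx rate constant from kinetic fluorescence after stimulation buffer; % is set by controls: 0 for no effect and ±100 for the full control effect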
#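 Normalized rate constant (relative to positive and negative DMSO controls) derived from a 2 min kinetic fluorescence read after stimulation; U2OS cells expressing the 3.1 isoform via virus at 1.77 x 10^8 /mL.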
# TSHR antagonist – Antagonists of the Thyroid Stimulating Hormone Receptor: HTS campaign | 330,000 compounds, 0.2% hits | Thyrotropin receptor (Homo sapiens), P16473 | TSHR-expressing cells, TSH-stimulated cAMP HTRF, 2 h; stronger effect = lower value | activity change, negative = inhibition, % at 11.5 µM;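 active = activity change below a set negative limit, meaning inhibition stronger than a set level, cut at about -70% in these data; inconclusive = activity change between two set negative limits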; note: % is set by controls: 0 for no effect and ±100 for the full control effect
#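 Competitive HTRF cAMP read-out (cryptate anti-cAMP antibody, cAMP-d2; 30 min, room temperature) in freshly harvested TSHR cells. Compounds added before TSH at EC80 (4nM final), followed by 2 hours' incubation at 37 deg C.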
# Active calls of the source: *; ? = inconclusive; . = not tested or not shown; [ ] = dose if it differs, or a comment. Unless noted, calls come from the whole dose curve; as a rule, active = well fitted curve in the direction sought with a large enough effect; inconclusive = small, poorly fitted or top-dose-only effect, or another doubt; inactive = no such curve, though single readings can be large; an effect the other way counts as inactive or inconclusive. A portion of the library; the hit share may differ from the screen's.
# The opening two entries, ahead of the listing:
item	compound	TCR activator	A-T KAP1 phos	Eya2 phos inh	Mito fusion act	TRPV1 ag	ELG1 DNA repair	USP2a inh	KCNH2 WT inh	KCNH2 3.1 block	TSHR antagonist
1	Cc1cccc(NC(=O)CN2CCN(CC(=O)NCC3(N4CCCCC4)CCCCC3)CC2)c1C	0%	-1%	-32%	2%	-1	?	-1%	2	2	6
2	O=c1cc(-c2c(F)c(F)c(F)c(F)c2F)oc2ccccc12	8%	-2%	8%	-1%	26	-10%	1%	-15	-2	-13

# This part in full, previewed entries included:
item	compound	TCR activator	A-T KAP1 phos	Eya2 phos inh	Mito fusion act	TRPV1 ag	ELG1 DNA repair	USP2a inh	KCNH2 WT inh	KCNH2 3.1 block	TSHR antagonist
1	Cc1cccc(NC(=O)CN2CCN(CC(=O)NCC3(N4CCCCC4)CCCCC3)CC2)c1C	0%	-1%	-32%	2%	-1	?	-1%	2	2	6
2	O=c1cc(-c2c(F)c(F)c(F)c(F)c2F)oc2ccccc12	8%	-2%	8%	-1%	26	-10%	1%	-15	-2	-13
3	COc1ccc(NC(=O)c2ccc(=O)oc2)cc1	-14%	-6%	-19%	-4%	-3	-8%	3%	-6	-2	-6
4	O=C(CSc1ncccn1)Nc1ccc(Cl)c(S(=O)(=O)N2CCOCC2)c1	4%	5%	-15%	.	.	-4%	-1%	-1	8	4
5	Cc1ccc(C(=O)COC(=O)CCN2C(=O)C3C4CC(C(Br)C4Br)C3C2=O)cc1 (configuration not stated)	-1%[46.1 µM]	5%	-4%	0%	7	3%	0%	-22	0	-8
6	C/C(CCN1CCc2nc(-c3ccccc3)c(-c3ccccc3)cc2C1)=N\O[C@@H](C)c1cn([C@H](CO)Cc2ccccc2)nn1	.	8%	-8%	1%	4	21µM*	-2%	.	.	-7
7	CC1(C)C(=O)NCCN1C(=O)CC1C(=O)NCCN1CC(c1ccccc1)c1ccccc1 (configuration not stated)	2%	8%	-9%	-2%	3	6%	0%	3	-8	3
8	COc1ccccc1OCCNC(=O)c1cc(SC)ccc1Cl	-2%[46.1 µM]	4%	-3%	3%	8	-1%	0%	0	4	3
9	Cc1ccc(C(=O)NCCCNC(=O)c2ccccc2C)cn1	-1%	-4%	6%	4%	0	8%	-2%	9	-15	1
10	N#CC1(NC(=O)CSc2nnc(-c3ccccc3F)o2)CCCCC1	-8%	-1%	-29%	0%	2	24%	0%	-6	?	2
11	O=C(NCCc1ccccn1)c1nc(Cn2cc([N+](=O)[O-])cn2)no1	-6%	2%	-5%	-4%	-3	1%	1%	-13	-7	4
12	C=CCn1c(SCC(=O)Nc2ccc(F)cc2)nc2ccccc2c1=O	-3%	1%	-4%	3%	?	?	3%	28	-17	42
13	COc1ccc(NC(=O)CC2C(=O)N(C)C(=S)N2CCc2ccc(F)cc2)cc1 (configuration not stated)	6%	0%	4%	17%	2	?	-1%	5	-4	-3
14	Cc1n[nH]c(C)c1S(=O)(=O)N(C)Cc1ccco1	0%	-8%	-1%	-11%	-3	-2%	1%	-17	-3	10
15	CCN(Cc1ccccc1)C(=O)C1CCN(Cc2ccc(OC)c(OC)c2OC)CC1	-1%	-4%	-5%	-1%	-3	-25%	1%	17	-10	3
16	CC(C)c1ccc(CN(C(=O)C2COc3ccccc3O2)C2CCS(=O)(=O)C2)cc1 (configuration not stated)	-3%	-5%	-6%	25%	28	-9%	-7%	15	-4	3
17	CC(C)CC1CCCCC1OC(=O)C[N+]1(C)CCCCC1 (configuration not stated)	10%	1%	0%	4%	-14	?	2%	-1	3	4
18	CCCNC(=S)Nc1ccc(Oc2ccccc2)cc1	-1%	2%	-7%	3%	?	3%	3%	-6	-20	-5
19	CC(C)C1Nc2c(O)cc(Cl)c([N+](=O)[O-])c2C2C=CCC21 (configuration not stated)	7%	2%	-10%	-20%	3	?	7%	-6	8	-46
20	Cc1cc(C(=O)OCC(=O)Nc2cccc(S(N)(=O)=O)c2)c(C)o1	-4%	9%	2%	.	.	16%	0%	31	3	.
21	CCOC(=O)C(NS(=O)(=O)c1ccccc1)(C(F)(F)F)P(=O)(OC(C)C)OC(C)C (configuration not stated)	0%	0%	-9%	-3%	-1	-1%	1%	-20	-1	19
22	Cc1cc(NS(=O)(=O)c2ccc(NC(=O)COc3c(C)cc(Br)cc3C)cc2)no1	1%	-3%	-10%	10%	1	-6%	-2%	6	9	2
23	COc1ccccc1/C=C/C=N/n1c(-c2cc(C)[nH]n2)n[nH]c1=S	3%[46.1 µM]	0%	2%	0%	9	3%	0%	-12	19	-22
24	COC(=O)C(C(=O)NCC1CCCO1)C1CCCC1 (configuration not stated)	19%	0%	-2%	0%	2	1%	5%	5	10	9
25	CCC(C)(C)NC(=O)C(c1cccc(OC)c1)N(C(=O)c1ccn[nH]1)c1cccc(OC)c1 (configuration not stated)	2%	1%	-1%	-1%	25	?	-1%	1	-6	-8
26	CC(C)(C)NC(=O)N1CCN(c2ncccc2C(F)(F)F)CC1	2%	-3%	7%	0%	0	-1%	-1%	-2	-10	1
27	CCN1CCN(C(=O)/C=C/c2ccc(OC)cc2)CC1	-7%	12%	-17%	-1%	0	22%	2%	-3	2	7
28	CN(CC(=O)Nc1cccc(F)c1)C(=O)COc1cccc2c1OC(C)(C)C2	-3%	-7%	-2%	-4%	5	10%	-1%	-11	.	-4
29	Cc1ccc(F)cc1NC(=O)CCC(=O)c1cccs1	2%	-2%	12%	-7%	-2	11%	1%	-1	-1	-3
30	CC1(C)CC(=O)C/C(=N\NC(=O)C2C3CCCCC32)C1 (configuration not stated)	0%	3%	0%	-4%	2	-4%	-1%	-2	9	12
31	O=C(CSc1nnc(Nc2ccccc2F)s1)NC(=O)CN1CCCC1=O	.	0%	8%	-1%	0	?	2%	8	0	4
32	CC1CCCCC1NC(=O)CCCn1c(=S)[nH]c2ccccc2c1=O (configuration not stated)	1%	-1%	-2%	-1%	1	-18%	3%	-7	-8	-6
33	Cc1cnc(C(=O)Nc2ccc(F)cc2)cn1	0%	1%	-8%	-6%	?	?	0%	10	-2	11
34	CSc1nc(C)cc(OCC(=O)N/N=C/c2ccccc2O)n1	5%[46.1 µM]	3%	-5%	-2%	2	?	2%	3	13	-3
35	O=C(C1CCCO1)N1CCN(S(=O)(=O)c2cc(C(F)(F)F)ccc2Cl)CC1 (configuration not stated)	7%	2%	4%	-6%	7	1%	0%	-10	13	8
36	CCOc1ccc(S(=O)(=O)N(C(=O)c2ccco2)c2cc3sc(=O)oc3c3ccccc23)cc1	-4%	-8%	-3%	13%	12	?	1%	10	1	2
37	Cc1ccc(N(CC(=O)NC2CCCC2)C(=O)CCC(=O)Nc2nc(C)cs2)cc1	-36%	-2%	12%	1%	1	2%	-2%	3	12	33
38	COc1cc(/C=N\NC(=O)c2ccc(C)nc2)ccc1OC(=O)c1ccco1	0%[46.1 µM]	1%	-3%	-6%	-4	?	2%	-1	3	-1
39	Cc1ccc(S(=O)(=O)N(CC(=O)N/N=C/c2cccc(C)c2)c2cccc3cccnc23)cc1	-4%	.	.	1%	1	.	.	-1	-11	.
40	CC(C)CCNC(=O)c1ccc(Cl)c(NC(=O)Cc2ccccc2)c1	-1%[46.1 µM]	2%	0%	-14%	?	-1%	3%	.	.	4
41	CC(=O)Nc1ccccc1-c1ccc(C)o1	3%	-1%	4%	4%	10	12%	1%	-5	-11	17
42	Cc1ccc(NC(=O)CN(C)CC(=O)Nc2c(C)cccc2C)c(Br)c1	-1%	11%	-1%	3%	-1	7.3µM*	-2%	5	20	-8
43	CC1(C)CC(=O)C2=C(C1)OC(N)=C(C#N)C21CCN(Cc2ccccc2)CC1	2%	-5%	-18%	5%	13	-2%	8%	1	-3	-3
44	Cc1noc(C)c1COC(=O)CCOc1ccccc1	4%	8%	2%	4%	-3	8%	0%	15	11	6
45	[N-]=[N+]=NC(c1ccccc1)c1nc2ccccc2[nH]c1=O (configuration not stated)	2%	11%	12%	20%	3	16%	-11%	9	13	0
46	Cc1noc(C)c1CSCc1ccc(Cl)cc1	1%	4%	1%	-1%	-2	5%	3%	9	4	-2
47	C=CCN1C(=O)C(O)(CC(=O)c2ccc(N)cc2)c2ccccc21 (configuration not stated)	3%	18%	4%	-3%	.	11%	3%	14	-2	9
